Dyrk1A ADPGlo: blocks rat Dyrk1A kinase activity | 310,000 compounds, 0.43% hits | ADP-Glo luminescence, NFATc1 peptide | AID 504441 | Q63470 | inhibition, % at 12.5 µM; in the data active means inhibition above about 50%;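 further: plate controls were vehicle with enzyme for no effect and no enzyme for full effect; many of its hits are not listed in these tables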
GSK3beta inhib: blocks human GSK3beta kinase activity. GST-GSK3beta kinase, ADP-Glo luminescence, 60 min; hits give low values. activity score (negative = inhibition), % at 10 µM. 300,000 compounds, 0.038% hits. AID 2097;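 active means more than half of replicate wells score below -50%, meaning over 50% inhibition versus plate controls; inconclusive means some replicates but at most half score below -50%; inactive means no replicate scores below -50%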;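 further: 0% = median DMSO wells and -100% = median GW8510 positive control wells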
Target sequence (P49841 whole entry, looked up): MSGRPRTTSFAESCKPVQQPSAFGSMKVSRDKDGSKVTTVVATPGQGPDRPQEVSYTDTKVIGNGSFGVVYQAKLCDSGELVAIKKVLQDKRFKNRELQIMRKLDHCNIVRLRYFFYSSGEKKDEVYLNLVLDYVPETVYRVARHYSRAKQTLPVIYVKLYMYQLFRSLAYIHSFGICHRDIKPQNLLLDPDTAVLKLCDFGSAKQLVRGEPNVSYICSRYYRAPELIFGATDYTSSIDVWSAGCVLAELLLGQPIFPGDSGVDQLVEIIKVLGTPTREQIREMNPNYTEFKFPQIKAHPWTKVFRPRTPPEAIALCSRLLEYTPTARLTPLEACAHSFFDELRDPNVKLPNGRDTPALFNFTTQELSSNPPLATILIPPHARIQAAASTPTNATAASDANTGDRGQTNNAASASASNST
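Assay system: GST-fused GSK3beta enzyme, cell-free / Medium: Tris pH 7.5 buffer with MgCl2, DTT, BSA, heparin / Also added: peptide substrate plus 25 µM ATP (final) / Compound: 10 µM single point / Timing: kinase reaction with compound 60 min at room temperature / Detection: ADP-Glo luminescence / Benchmarks: DMSO neutral wells and GW8510 at 20 µM as positive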
GSK3A inh: blocks human GSK-3 alpha kinase. P49840. ADP-Glo luminescence, 60 min. inhibition, % at 10 µM. 320,000 compounds, 0.1% hits. AID 2650;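 in the data active means inhibition above about 50%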;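 further: GST-tagged GSK-3 alpha with peptide substrate and 25 µM ATP; 0% = DMSO neutral wells and 100% = GW8510 positive control wells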
HSP90 inh: inhibitors of HSP90 luciferase refolding in rabbit reticulocyte lysate. luciferase refolding luminescence, 3 h. inhibition, % at 5.6 µM. 290,000 compounds, 0.91% hits;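 active means inhibition above the screen-wide mean plus 3 SD, computed separately per campaign, cut at about 16% in these data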;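 further: 0% = DMSO wells and 100% = 60 µM geldanamycin wells; inhibitors lower the luminescence because luciferase stays unfolded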
AI-2 QS modul: modulates the Vibrio harveyi AI-2 quorum sensing system; Vibrio harveyi JMH597 AI-2 luminescence/OD600 ratio, 9 h; hits give low values; strain lacks LuxN and CqsS sensors; 0 = neutral-control median; activity change, % at 7.5 µM; 300,000 compounds, 0.4% hits; in the data active means activity change below about -75%, passing the limit was not always enough; inconclusive means no clear call, values can overlap the other calls;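 further: luminescence divided by OD600 gain over 9 h not by final OD600 alone; inactives centre near 13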
PolyA inhibitor: inhibitors of polyadenylation in S. cerevisiae; S. cerevisiae SKY197-pL101 polyadenylation reporter, beta-gal luminescence; efflux-impaired pdr1/pdr3 knockout yeast; score 100 = 6 SD above DMSO; calls only at 12 µM; 300,000 compounds, 0.02% hits; AID 1875;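 active means lowest replicate activity score at least 50, where 100 means six control SD above control mean; inconclusive means lowest score under 50 but half or more replicates reach 50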;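 further: yeast exposed to compound for 9 h at 30 °C; higher score means more reporter readthrough which indicates perturbed polyadenylation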
Platelet DG rel: modulates dense granule release in human platelets. inhibition, %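 (compounds screened at 7.5 µM in platelet-rich plasma)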. human platelet-rich plasma, SFLLRN dense granule ATP release, luminescence. AID 1663. 300,000 compounds, 0.22% hits;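 active means mean replicate score, as percent of positive control, at or above 50; inconclusive means mean below 50 but at least one replicate at or above 50; inactive means mean and every replicate below 50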
HSF-1 act: increases HSF-1 driven luciferase reporter signal; NIH3T3-HGL HSF-1 luciferase reporter, MG132, 8 h; 100% = twice DMSO control signal; activation, % at 9 µM; 300,000 compounds, 1.7% hits;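 active means mean replicate activation of at least 50% with a set share of replicates each reaching 50%; inconclusive means only one of those two conditions met; inactive means mean below 50% and too few replicates reaching it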;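 further: 0% = median of the neutral control wells and 100% = twice that signal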
HSF1 inhib: HSF1 inhibition; activity change, negative = inhibition, % at 7.5 µM (by protocol); NIH3T3-HGL HSE-luciferase, MG132-induced, luminescence 8 h; hits give low values; 300,000 compounds, 0.77% hits;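 active means more than half of replicate wells show activity change below -50%, luminescence cut by over half; inconclusive means some wells, but at most half, below -50%; inactive means no replicate well below -50%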;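 further: luciferase reports HSF-1 transcriptional activity via heat shock element; 0% = median of DMSO wells and -100% = zero luminescence signal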
HDAC3 inh: blocks human histone deacetylase 3. recombinant HDAC3, fluorogenic peptide/trypsin coupled, fluorescence. O15379. 320,000 compounds, 0.15% hits. AID 2718. inhibition, % at 8.3 µM; in the data active means inhibition above about 26%, passing the limit was not always enough; inconclusive means no clear call, values can overlap the other calls
Target sequence (O15379 whole entry, looked up): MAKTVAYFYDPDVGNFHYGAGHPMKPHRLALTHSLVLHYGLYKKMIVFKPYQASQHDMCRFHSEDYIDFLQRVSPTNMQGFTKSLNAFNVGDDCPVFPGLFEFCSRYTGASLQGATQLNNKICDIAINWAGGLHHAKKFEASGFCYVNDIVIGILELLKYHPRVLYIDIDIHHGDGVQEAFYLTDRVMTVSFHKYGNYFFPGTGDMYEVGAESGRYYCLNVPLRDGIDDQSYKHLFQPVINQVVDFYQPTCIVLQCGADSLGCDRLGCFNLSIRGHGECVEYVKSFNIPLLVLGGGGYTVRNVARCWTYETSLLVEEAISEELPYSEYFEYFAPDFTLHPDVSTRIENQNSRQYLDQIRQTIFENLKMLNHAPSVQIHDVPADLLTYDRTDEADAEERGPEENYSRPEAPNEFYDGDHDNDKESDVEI
* = called active by the depositor; i = inactive; ? = inconclusive; nt = no result given. The list is partial, so the mix of outcomes need not match the whole.

SMILES,Platelet DG rel,GSK3A inh,HSF1 inhib,HDAC3 inh,AI-2 QS modul,HSF-1 act,GSK3beta inhib,Dyrk1A ADPGlo,PolyA inhibitor,HSP90 inh
Nc1c(C(=O)N/N=C/c2cccnc2)cnn1-c1ccccc1,15,2,-1,3,12,-2,-4,2,i,-3
O=c1c2ccccc2nc(SCc2cn3ccsc3n2)n1-c1ccc(F)cc1,-1,-1,3,7,61,9,-1,3,i,0
COc1ccccc1/C=C(\NC(=O)c1ccc(OC)c(OC)c1)C(=O)Nc1cccc([N+](=O)[O-])c1,-1,-2,1,0,29,-1,-4,1,i,3
Cc1nnsc1NC(=O)OCc1ccc(C(C)(C)C)cc1,-2,1,1,5,10,8,4,7,i,0
CCCCOc1ccccc1Cn1c(=O)oc2ccccc21,0,0,nt,4,19,nt,0,7,i,1
NC(=O)c1c(N)sc2c1CCCCC2,8,13,-6,4,37,3,-3,8,i,2
Cc1ccc(S(=O)(=O)N(C)CC(=O)Nc2cccnc2)cc1,nt,1,4,-5,12,3,0,-1,i,2
Cc1ccc2ncnc(Nc3cccc(C(=O)O)c3)c2c1,-1,6,1,-8,27,-5,-2,6,i,-4
CNc1nnc(CSc2nc(C)cc(C)n2)s1,nt,-1,nt,4,25,nt,3,-6,i,1
Cc1nn(C(C)C(=O)NC2CCC(C)CC2)c(=O)c2nn(-c3ccccc3)c(C)c12 (centres undefined),4,2,-5,0,4,1,-1,-3,i,-4
COC(=O)c1cc2ccsc2n1Cc1nc(-c2ccc(Cl)cc2)oc1C,15,0,-79*,-8,6,-83,4,5,i,-2
COCCN(C(=S)Nc1ccccc1C)C(C)c1cccnc1 (centres undefined),5,-2,5,-5,-1,-7,2,-5,i,4
COc1ccc(C(=O)NC2CCc3ccccc32)cc1OC1CCN(C(C)=O)CC1 (centres undefined),16,-2,-6,-1,19,-16,2,-2,i,-4
O=C(c1ccc(N2CCCC2)c([N+](=O)[O-])c1)N1CCN(S(=O)(=O)c2ccc(Cl)cc2)CC1,-7,-5,9,-3,18,0,1,14,i,nt
FC(F)Sc1nc(-c2ccccc2)c(-c2ccccc2)n1C(F)F,-4,-3,-4,13,12,-10,4,4,i,1
CC(=O)NC(=S)Nc1ccc(NC(=S)NC(=O)/C=C/c2ccco2)cc1,9,-1,-12,3,19,-11,4,5,i,-3
Cc1ccc(C(=O)COC(=O)CNC(=O)C(c2ccccc2)c2ccccc2)cc1[N+](=O)[O-],2,-1,0,1,55,5,1,-6,i,1
CCS(=O)(=O)N1CCC(C(=O)N2CCN(c3ccccc3)CC2)CC1,22,-1,-2,-4,17,0,3,-5,i,-2
CC1CCc2sc(C(=O)N/N=C/C3CCCCC3)cc2C1 (centres undefined),-6,-2,3,-3,-1,19,2,2,i,2
FC(F)(F)c1ccc(Oc2ccc3c(C(F)(F)F)cc(C(F)(F)F)nc3n2)cc1,0,0,-6,9,25,-2,1,-1,i,0
CCC(C)c1ccc(C2C3=C(Nc4nc(N)[nH]c(=O)c42)c2ccccc2C3=O)cc1 (centres undefined),7,2,6,8,15,14,-3,-1,i,3
CCOC(=O)C(=O)N1CCN(c2ccccc2OC)CC1,-5,-1,-1,-6,13,-1,4,nt,i,0
Cc1ccc(S(=O)(=O)c2ccc(Cl)cc2)cc1S(=O)(=O)NC(C(=O)O)C(C)C (centres undefined),1,-3,-4,3,8,1,5,-3,i,-4
O=C(CN1C(=O)NC2(CCCC2)C1=O)OCCOc1ccccc1,4,1,3,0,15,9,5,4,i,1
CCc1ccc(C(=O)Nc2cc(C)ccc2F)s1,-1,-1,24,5,5,31,0,nt,i,-1

Copied from the list.
Cc1ccc(S(=O)(=O)c2ccc(Cl)cc2)cc1S(=O)(=O)NC(C(=O)O)C(C)C (centres undefined) @ GSK3A inh = -3
NC(=O)c1c(N)sc2c1CCCCC2 @ HSP90 inh = 2
Nc1c(C(=O)N/N=C/c2cccnc2)cnn1-c1ccccc1 @ GSK3beta inhib = -4

Continued:
SMILES,Platelet DG rel,GSK3A inh,HSF1 inhib,HDAC3 inh,AI-2 QS modul,HSF-1 act,GSK3beta inhib,Dyrk1A ADPGlo,PolyA inhibitor,HSP90 inh
c1cc(-c2nnn(CCOCCn3nnc(-c4ccncc4)n3)n2)ccn1,0,2,-3,-2,26,6,-1,-3,i,0
O=C(O)CCC(=O)Nc1ccc2c(c1)oc1ccccc12,6,-3,12,5,25,-17,4,3,i,-1
O=C1COc2ccc(-c3csc(NCC4CCCO4)n3)cc2N1 (centres undefined),2,5,-4,6,23,2,1,5,i,3
COc1cc(S(=O)(=O)Nc2cccc3cn[nH]c23)c(OC)cc1Cl,4,nt,17,nt,3,26,-1,1,i,-3
CC(=O)c1ccc(NC(=O)Nc2ccc(S(=O)(=O)N3CCCC3)cc2)cc1,-2,0,9,1,13,7,-4,-3,i,-3
CCn1c(-c2nn(-c3ccc(C)cc3)ccc2=O)n[nH]c1=S,-11,-3,nt,9,13,nt,1,9,i,-5
O=C(Nc1ccc2c(c1)CN(Cc1ccccc1O)CC2)C1CCCO1 (centres undefined),-4,-3,-2,-9,6,7,1,1,i,-2
Cn1c(C(C)(O)C(O)c2ccccc2)nc2ccccc21 (centres undefined),16,-4,2,1,3,-6,0,nt,i,1
CCOc1ccc2[nH]cc(S(=O)(=O)c3ccc(F)cc3)c(=O)c2c1,10,0,9,0,25,10,0,0,i,0
O=[N+]([O-])c1ccc(N2CCOCC2)cc1NCc1ccccc1,nt,-2,nt,4,3,nt,-2,10,i,3
CCOc1ccc(NC(=O)CSc2nnc(-c3ccoc3C)n2CC2CCCO2)cc1 (centres undefined),-6,-10,-1,3,-3,11,0,-9,i,2
COc1ccc(S(=O)(=O)NCc2ccco2)cc1-c1nnc2c3ccccc3c(C)nn12,3,0,-7,3,47,4,3,7,i,4
Cc1c(Cl)cccc1NC(=O)NCc1ccc(C)n1C,-4,-3,-7,-3,28,-26,-3,-2,i,-2
CCS(=O)(=O)Nc1cccc(C2=NN(S(C)(=O)=O)C(c3cccs3)C2)c1 (centres undefined),-2,-12,4,-13,37,21,0,-3,i,-2
Cc1[nH]c(=O)[nH]c(=O)c1CSc1nnc([C@@H](NC(=O)OC(C)(C)C)C(C)C)o1,14,-1,-7,-5,21,2,0,1,i,-1
CCn1cc(CN2CCC(C(=O)Nc3ccc(Oc4ccccc4)nc3)CC2)cn1,-22,-2,-5,3,24,-15,-1,nt,i,0
O=C(Cc1ccc(Cl)c(Cl)c1)NC1CCCCCC1,1,-3,6,-6,24,22,3,-2,i,-6
O=[N+]([O-])c1ccc(Sc2cccc3cccnc23)c2cccnc12,-4,-7,69,1,4,110*,3,14,i,0
COC(=O)C1=CN(Cc2ccc(OC)cc2)C=C(C(=O)OC)C1c1ccc(O)c(OC)c1,-1,-9,12,0,31,16,2,5,i,-3
Cn1c2ccccc2c(=O)c2c(O)cccc21,1,-1,-12,-5,12,0,-4,29,i,-4
O=C(NNc1nc2ccc(F)cc2s1)c1cccc(F)c1,2,2,28,1,-119*,42,-3,-3,i,0
C=CCN1CCN(c2ccncc2S(=O)(=O)N2CCCCC2)CC1,1,-1,5,6,25,-1,-2,0,i,-1
COc1cccc(N2CCN(C(=O)c3cc(-c4ccc(F)cc4)[nH]c3C)CC2)c1,14,-2,13,-2,28,23,-1,1,i,-4
Cc1ccc2c(c1)N(CCC(=O)NCCCN1CCCC1)C(=O)CO2,-3,1,-6,-1,17,-5,-2,-3,i,3
CCOC(=O)c1ccc(N/C=C2/CCCC(C)C2=O)cc1 (centres undefined),13,nt,12,7,28,5,3,1,i,12

With a hit mark in HSF1 inhib, among the entries above:
SMILES,Platelet DG rel,GSK3A inh,HSF1 inhib,HDAC3 inh,AI-2 QS modul,HSF-1 act,GSK3beta inhib,Dyrk1A ADPGlo,PolyA inhibitor,HSP90 inh
COC(=O)c1cc2ccsc2n1Cc1nc(-c2ccc(Cl)cc2)oc1C,15,0,-79*,-8,6,-83,4,5,i,-2

(cont.)
SMILES,Platelet DG rel,GSK3A inh,HSF1 inhib,HDAC3 inh,AI-2 QS modul,HSF-1 act,GSK3beta inhib,Dyrk1A ADPGlo,PolyA inhibitor,HSP90 inh
COCc1cc(Sc2c(Cl)cccc2Cl)nc(-c2ccccc2)n1,-1,-7,3,-9,-4,18,2,1,i,1
CN(C)c1ccc(CNC(=O)CCS(=O)(=O)c2ccc3c(c2)oc(=O)n3C)cc1,0,0,-3,-3,38,2,6,-6,i,1
CN1CCN(S(=O)(=O)c2ccc(N)cc2)CC1,7,-1,-2,3,29,1,4,9,i,-3
CCC(=O)Nc1ccc(S(=O)(=O)NCc2ccco2)cc1,-1,-2,-2,0,38,-10,-1,-3,i,0
COc1ccc(C(=O)Nc2ccc(C(=O)NCC3CCCO3)cc2)c(OC)c1OC (centres undefined),5,1,-11,3,26,-7,1,2,i,-5
Cc1[nH]c(=O)cc2ccccc12,-3,-1,5,-7,15,19,2,7,i,2
CCOC(=O)C1=C(C)NC(=O)NC1c1ccc(F)cc1 (centres undefined),-4,-1,3,-2,-3,3,-2,4,i,2
COc1cnc(-c2ccccc2)nc1Oc1ccc(C(C)(C)C)cc1,-1,5,6,12,-2,21,-1,-3,i,1
CCC(C)n1cnc2c(c1=O)c1nc3ccccc3nc1n2Cc1ccc(OC)cc1 (centres undefined),0,-2,37,4,14,104*,-1,-8,i,-1
O=C(NCC1CC1)c1ccc(Oc2cc(Cl)cc(Cl)c2)o1,7,2,5,-4,-2,-1,2,-2,i,-2
O=C(Nc1ccccc1)C1CCN(C(=O)c2ccc([N+](=O)[O-])cc2)CC1,-6,0,-3,7,4,-3,3,-3,i,1
CCOC(=O)N1CCN(S(=O)(=O)c2ccc(C(=O)N(CCN(C)C)c3nc4ccc(CC)cc4s3)cc2)CC1,8,1,15,10,10,25,0,1,i,-2
COc1cc2cc(C(N)=O)c(N)nc2cc1OC,?,9,0,-143,-2,-2,-5,20,i,-10
C=CCN1C(=O)C(CC(=O)NCC)SC1=Nc1ccc(S(N)(=O)=O)cc1 (centres undefined),0,-1,-9,-6,14,-14,2,-2,i,6
CC(=O)Nc1cc(C(=O)OCC(=O)c2ccc(C)cc2)ccc1C,-6,0,28,1,11,19,-4,-1,i,-5
CCCC/C(C)=N/NC(=O)CN(c1ccc(Br)cc1)S(=O)(=O)c1ccccc1,4,-1,6,-2,26,5,3,6,i,-1
CSc1nc(-c2ccccc2)nc(N2CCCC2)c1C(C)=O,7,-1,8,2,31,-2,1,0,i,-2
